# High-throughput results deposited in PubChem by several laboratories.
# bovine MsrA act – bovine MsrA enzyme activators, primary screen, biochemical, absorbance, HTS | Methionine sulfoxide reductase A (Bos taurus) | activation, % at 10.6 µM | hit rate 0.3% among 360,000 | purified bovine MsrA, absorbance read-out; in the data active = activation above about 7.5%;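 note: 0% = vehicle and 100% = reference activator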
# Neddyl block – inhibitors of cullin neddylation, primary screen, biochemical, TR-FRET, uHTS, NAE and Ubc12; NEDD8-conjugating enzyme Ubc12 (Homo sapiens) + NEDD8-activating enzyme E1 regulatory …; calls only at 25 µM; hit rate 0.58% among 360,000; AID 651699, 2012; in the data active = inhibition above about 36%
# NRP1-CendR mod – modulators of CendR peptide binding to NRP-1, primary screen, biochemical, fluorescence polarization, uHTS; inhibition, % at 25 µM; hit rate 0.85% among 360,000; FAM-RPARPAR peptide binding to NRP-1; AID 602438, 2012;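 active = inhibition or corrected inhibition above about 18%, plus a signal ratio from 0.5 to 1.5, limit read from the data, passing the limit was not always enough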; note: strong numbers were not always called active
# FAS-TE inh – FAS thioesterase domain inhibitors, primary screen, biochemical, fluorescence intensity, uHTS; recombinant FAS-TE, OMFH fluorogenic substrate, fluorescence endpoint; inhibition, % at 15 µM; hit rate 0.67% among 360,000;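 active = compounds whose normalised, plate-corrected inhibition of enzyme fluorescence in the single-dose primary screen is 50% or more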;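 note: 0% = DMSO with enzyme and 100% = substrate without enzyme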
# MsrA inh – bovine MsrA enzyme inhibitors, primary screen, biochemical, absorbance, HTS; hit rate 0.75% among 360,000; inhibition, % at 15.5 µM; AID 651718, 2012; Methionine sulfoxide reductase A (Bos taurus); purified bovine MsrA, absorbance read-out; in the data active = inhibition above about 4.5%;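 note: 0% = vehicle wells with enzyme and 100% = reference inhibitor wells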
# MT1-MMP act inh – blockers of MT1-MMP proenzyme processing, primary screen, HT1080 RFP-PRO-GFP cells, GFP/RFP fluorescence; Matrix metalloproteinase-14 (Homo sapiens), P50281; GFP/RFP ratio fluorescence, overnight; percent of plate control window, DMSO zero; GFP/RFP ratio change, % at 20 µM; hit rate 0.061% among 360,000;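 active = GFP/RFP ratio change of at least 30% with cell ATP level not reduced by more than half and red fluorescence within 50% of control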; note: strong numbers were not always called active
#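 Assay system – RFP-PRO-GFP reporter HT1080 cells · Compound dosing – single dose of 20 µM compound, 1% DMSO final · Incubation – overnight compound exposure at 37 °C · Measure – GFP/RFP fluorescence ratio · Benchmarks – DMSO wells and RFP-L50D-GFP cells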
# SKN-1 inh – suppressors of acrylamide-induced Pgst-4::GFP reporter in worms, primary screen, SKN-1 inhibitor project, whole organism, uHTS, GFP/RFP fluorescence ratio, strain VP596 | C. elegans VP596 Pgst-4::GFP/RFP ratio, 24 h | hit rate 0.49% among 360,000 | inhibition, % at 21.8 µM;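 active = interference check ratio from 0.5 to 1.5 plus GFP to RFP signal ratio inhibition reaching or exceeding a fixed threshold, cut at about 30% in these data, passing the limit was not always enough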; note: some compounds called inactive have numbers as strong as hits
# Rin1 Abl inh – inhibitors of Rin1-Abl protein binding, primary screen, biochemical, TR-FRET. hit rate 0.4% among 360,000. inhibition, % at 7.35 µM; in the data active = inhibition above about 5%, passing the limit was not always enough
# E coli Lon inh – inhibitors of E. coli Lon protease, primary screen, biochemical, fluorescence polarization. P0A9M0. inhibition, % at 7.94 µM. hit rate 0.42% among 360,000. AID 602123, 2011. purified E. coli Lon protease; in the data active = inhibition above about 13%, passing the limit was not always enough;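 note: 0% = enzyme with probe and DMSO and 100% = no enzyme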
# Target sequence (P0A9M0 whole entry, looked up): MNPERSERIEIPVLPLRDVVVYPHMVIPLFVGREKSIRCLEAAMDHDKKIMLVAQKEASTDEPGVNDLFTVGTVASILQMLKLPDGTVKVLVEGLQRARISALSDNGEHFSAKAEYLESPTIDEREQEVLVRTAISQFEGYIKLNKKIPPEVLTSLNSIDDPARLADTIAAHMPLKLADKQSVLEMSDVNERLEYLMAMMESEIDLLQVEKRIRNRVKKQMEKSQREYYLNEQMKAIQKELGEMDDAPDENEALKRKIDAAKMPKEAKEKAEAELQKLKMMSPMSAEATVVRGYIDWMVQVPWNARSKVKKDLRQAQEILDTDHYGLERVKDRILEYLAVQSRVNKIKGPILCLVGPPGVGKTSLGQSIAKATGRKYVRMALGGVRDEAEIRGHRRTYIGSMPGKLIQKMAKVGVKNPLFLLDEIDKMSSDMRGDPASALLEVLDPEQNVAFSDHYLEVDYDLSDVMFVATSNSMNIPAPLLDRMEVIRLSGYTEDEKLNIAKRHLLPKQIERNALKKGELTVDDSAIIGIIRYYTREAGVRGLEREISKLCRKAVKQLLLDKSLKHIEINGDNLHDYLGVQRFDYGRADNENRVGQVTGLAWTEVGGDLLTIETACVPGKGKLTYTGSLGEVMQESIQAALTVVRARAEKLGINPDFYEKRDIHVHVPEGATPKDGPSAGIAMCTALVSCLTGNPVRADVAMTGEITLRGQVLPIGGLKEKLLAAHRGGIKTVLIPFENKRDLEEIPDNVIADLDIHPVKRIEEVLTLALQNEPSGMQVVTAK
# The depositor's hits bear a star; i = inactive. Compounds as they come (roughly 4.2% active in at least one column).
SMILES,bovine MsrA act,Neddyl block,NRP1-CendR mod,FAS-TE inh,MsrA inh,MT1-MMP act inh,SKN-1 inh,Rin1 Abl inh,E coli Lon inh
CCOc1ccccc1C1NC(=O)NC(C)=C1C(=O)OC1CCCCC1 (configuration not stated),1,i,-16,6,0.6,-3,14,2,-4
COc1ccc(CN(C(=O)COc2ccccc2)c2ccccc2C(=O)O)cc1,-2,i,6,-4,2.8,3,-2,-1,0
Nc1[nH]n(-c2ccccc2)c(=O)c1N=Nc1ccc2c(c1)OCO2,-2,i,-7,21,0.8,12,-10,-3,2
c1coc(-c2nnc(-c3ccco3)nn2)c1,0,i,8,-9,1.0,-2,-6,2,2
CCN(CC)CCNC(=O)c1ccc(N2CCCCC2)c(NS(=O)(=O)c2ccc(C)cc2)c1,-5,i,6,-5,0.0,-4,-6,-1,3
CC(=O)CSc1nnc(-c2ccncc2)n1C,1,i,4,-6,0.9,3,22,-2,4
Cc1cc(NC(=O)C(C)Sc2nnc(NCc3ccco3)s2)no1 (configuration not stated),1,i,-7,-6,0.4,0,-5,4,4
CCC(C)NC(=O)NC1C(NC(=O)NC(C)CC)N(C)C(=O)N1C (configuration not stated),0,i,-1,-4,0.3,1,15,3,-4
COc1ccc(CNC(=O)CN(C(=O)CCC(=O)Nc2nccs2)c2ccc3c(c2)OCO3)cc1,-3,i,-8,4,0.0,1,6,-4,1
Cc1ccc(N(CC(=O)NC2CCCCC2)C(=O)Cn2nnc(-c3ccc(C)o3)n2)cc1,-4,i,0,31,-0.1,-2,-3,-1,3
COc1ccc(Cl)cc1NC(=O)CSc1nncn1-c1cccnc1,1,i,14,-2,0.0,-3,16,0,4
CCc1ccccc1NC(=O)CCC(=O)Nc1nnc(C(C)C)s1,-9,i,5,-4,0.1,0,4,0,-3
CC(C)C(=O)Nc1ccc2c(c1)oc1ccccc12,-2,i,4,6,0.4,-9,6,-1,2
COc1ccc(N2CCN(Cc3nc4c(c(=O)n(C)c(=O)n4C)n3Cc3ccccc3C)CC2)cc1,1,i,-4,13,1.4,-11,0,0,-7
CCCCn1c(N)c(N(C(=O)CSc2nncn2-c2ccccc2)C2CCCC2)c(=O)[nH]c1=O,-3,i,-3,-6,1.3,2,7,2,-22
Fc1ccc(-n2nnc(-c3ccccc3)n2)cc1,-1,i,3,-1,-0.1,-3,12,0,-8
O=C1CCC(=O)N1c1ccccc1-c1ccccc1,0,i,4,-10,-1.0,2,23,1,0
COc1ccccc1-c1nnc(SC)n1C,-1,i,6,-6,1.2,1,10,5,1
N/C(=N\O)C1COc2ccccc2O1 (configuration not stated),-8,i,6,-9,0.5,9,-9,1,6
CCC(C)N(C(=O)COc1ccccc1C(=O)NCc1ccccc1)C1CCS(=O)(=O)C1 (configuration not stated),-1,i,6,-3,-0.5,3,7,2,-8
CCOc1ccc(CCNC(=O)CN2C(=O)COc3ccc(S(=O)(=O)N4CCOCC4)cc32)cc1,-3,i,3,-4,-1.6,0,4,-2,-8
CCC(C)C(=O)Nc1nnc(SCC(=O)Nc2ccc(F)cc2)s1 (configuration not stated),-1,i,-8,14,0.1,1,5,-3,2
CCCNC(=O)C1CCN(S(=O)(=O)c2ccc3nc4c(c(C(=O)O)c3c2)CCCCC4)CC1,-2,i,-4,-7,-0.7,1,2,2,-3
Cc1ccc(C(=O)O)cc1NC(=O)c1ccc2c(c1)C(=O)N(c1ccc([N+](=O)[O-])cc1)C2=O,4,i,-10,-8,3.2,0,18,0,11
Cc1cccc(OCCCC(=O)NNC(=O)c2ccccn2)c1,-2,i,8,-4,-0.9,5,-7,2,-1
